# Bioassay records: PubChem BioAssay, National Center for Advancing Translational Sciences (NCATS)
# KDM5B inh: inhibitors of human KDM5B histone demethylase; Q9UGL1; KDM5B demethylase, FDH-coupled NADH fluorescence (FDH is formaldehyde dehydrogenase); Potency, µM (top dose mostly 57.7 µM), without a hit: at the top dose activity change, negative = inhibition, actives largely listed as inhibitors; hit rate 2.6% among 220,000; AID 1347165; active = well fitted inhibition curve with a large enough effect; inconclusive = small, poorly fitted or top-dose-only effect; inactive = no such curve, though single readings can be large or run the other way; also: 0% is about no effect; nearly all actives have a fitted effect of over 70% in size
# Target sequence (Q9UGL1 whole entry, looked up): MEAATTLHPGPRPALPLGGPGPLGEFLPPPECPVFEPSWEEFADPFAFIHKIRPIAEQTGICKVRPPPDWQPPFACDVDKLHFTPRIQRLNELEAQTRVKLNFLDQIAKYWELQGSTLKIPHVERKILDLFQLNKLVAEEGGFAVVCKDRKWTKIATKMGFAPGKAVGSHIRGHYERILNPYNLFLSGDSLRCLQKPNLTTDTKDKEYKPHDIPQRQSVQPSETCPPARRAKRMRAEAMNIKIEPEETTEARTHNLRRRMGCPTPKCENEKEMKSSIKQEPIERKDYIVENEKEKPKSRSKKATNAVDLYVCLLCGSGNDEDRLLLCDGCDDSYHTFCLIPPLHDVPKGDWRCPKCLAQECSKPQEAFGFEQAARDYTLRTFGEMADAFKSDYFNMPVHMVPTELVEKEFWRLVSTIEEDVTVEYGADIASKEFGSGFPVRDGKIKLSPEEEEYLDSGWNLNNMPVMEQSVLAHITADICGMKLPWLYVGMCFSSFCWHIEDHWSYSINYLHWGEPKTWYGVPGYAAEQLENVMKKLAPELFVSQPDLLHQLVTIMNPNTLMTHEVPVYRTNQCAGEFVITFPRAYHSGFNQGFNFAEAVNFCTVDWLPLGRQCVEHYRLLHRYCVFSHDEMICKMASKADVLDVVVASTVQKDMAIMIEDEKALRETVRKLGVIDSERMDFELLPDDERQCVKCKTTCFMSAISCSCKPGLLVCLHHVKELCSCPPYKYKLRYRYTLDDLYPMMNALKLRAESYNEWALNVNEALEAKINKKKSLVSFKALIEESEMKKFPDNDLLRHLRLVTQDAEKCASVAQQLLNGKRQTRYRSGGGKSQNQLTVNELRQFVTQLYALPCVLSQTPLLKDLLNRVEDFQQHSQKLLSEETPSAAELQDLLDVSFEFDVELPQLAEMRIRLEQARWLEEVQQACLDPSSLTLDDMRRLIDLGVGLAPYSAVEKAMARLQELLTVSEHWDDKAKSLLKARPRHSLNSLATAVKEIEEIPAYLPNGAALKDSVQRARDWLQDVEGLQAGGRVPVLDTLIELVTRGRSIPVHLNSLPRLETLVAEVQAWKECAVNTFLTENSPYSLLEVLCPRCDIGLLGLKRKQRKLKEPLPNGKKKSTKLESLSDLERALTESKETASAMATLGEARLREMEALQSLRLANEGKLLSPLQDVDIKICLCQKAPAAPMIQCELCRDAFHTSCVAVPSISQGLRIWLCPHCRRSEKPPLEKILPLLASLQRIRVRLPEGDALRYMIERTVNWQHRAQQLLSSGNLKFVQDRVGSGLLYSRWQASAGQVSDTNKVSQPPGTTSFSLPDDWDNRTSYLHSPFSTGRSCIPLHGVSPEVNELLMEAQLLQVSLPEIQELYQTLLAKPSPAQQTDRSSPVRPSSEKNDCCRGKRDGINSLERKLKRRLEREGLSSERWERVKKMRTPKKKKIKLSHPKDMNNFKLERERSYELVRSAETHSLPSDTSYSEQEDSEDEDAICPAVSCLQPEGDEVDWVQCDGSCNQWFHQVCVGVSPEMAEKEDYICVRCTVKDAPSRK
#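 Compound dilutions met 200 nM (final) KDM5BΔAP for 10 min at room temperature before substrate addition. The substrate mix held 12.5 µM H3K4me3 with cofactors 25 µM α-ketoglutarate and 50 µM Fe²⁺. NADH signal gain over 30 min defined activity.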
# * marks the source's active call; other numbers are inactive results; i = inactive; u = inconclusive; [ ] = dose if it differs, or a comment. Potency is read from the fitted curve at half-maximal effect.
KDM5B inh	Molecule
-34%	Cc1ccc(S(=O)(=O)N(C)C)cc1NC(=O)CSc1nnnn1-c1ccc(O)cc1
7%	CNC(=O)NC(=O)Cn1nnc(-c2cccc(F)c2)n1
u	CCCOc1ccc(-c2nn(-c3ccccc3)cc2C2NC(=O)NC(C)=C2C(=O)OC)cc1 (stereo not drawn)
21%[11.5 µM]	CCSC1=NC2(CCN(C(=O)NC3CCCCC3)CC2)N=C1c1ccc(Cl)cc1
u	O=C(NCCn1ccn2nc(-c3ccc(F)cc3)cc2c1=O)c1ccco1
u	O=C1CCN(S(=O)(=O)c2ccccc2)CCCN(C(=O)c2cccc3[nH]ccc23)CCN1
-6%[86.2 µM]	COc1cccc(-c2ccc3ncn(-c4ccc(F)cc4F)c(=O)c3n2)c1
1%	CCOC(=O)C1CCCN(c2nc3c(S(=O)(=O)c4ccc(C)c(C)c4)nnn3c3ccc(Cl)cc23)C1 (stereo not drawn)
9%	O=C1N(Cc2cccc(F)c2F)CCCC1(O)CN1CCCCC1 (stereo not drawn)
-19%	CC(C)COC(=O)C(C#N)c1nc2ccccc2nc1N1CCN(Cc2ccccc2)CC1 (stereo not drawn)
11%	Cc1ccc(NC(=O)CN(C)C(=O)c2oc3ccccc3c2C)cc1
-6%	Cc1noc(CN2C[C@H](NC(=O)CNS(C)(=O)=O)[C@@H](C3CC3)C2)n1
6%	CCn1c(CC(=O)Nc2ccccc2C)nnc1SCC(=O)Nc1ccc2ccccc2c1
1%	Cc1cc(NC(=O)Cn2nc(C(=O)O)c3ccccc3c2=O)ccc1Br
2%	CCN(CC)S(=O)(=O)c1ccc(N/N=C/c2cccs2)c([N+](=O)[O-])c1
-20%	S=C(NCc1cccc(Cl)c1)NCc1cccs1
-1%	O=C(CCc1ccsc1)N(CC1CCOC1)C1CC1 (stereo not drawn)
-8%	CSc1nnc([C@H](CC(C)C)NC(=O)OC(C)(C)C)o1
7%	COc1nc2ccccc2nc1N1CCC(C(=O)Nc2ccc(C(N)=O)cc2)CC1
-5%	CC(=O)c1cccc(NCC(=O)Nc2cc(S(=O)(=O)N3CCCCC3)ccc2C)c1
-6%	Cc1cc(C)cc(N(CCC#N)C(=O)COC(=O)c2csc(NCc3ccccc3)n2)c1
-4%	O=C(c1cccs1)N(Cc1ccncc1)C1CC1
-16%	O=C(C1CC(=O)N(C2CCCCC2)C1)N1CCC2(CC1)NCCc1c2[nH]c2ccccc12 (stereo not drawn)
u	C1=C(c2nc(-c3ccncc3)cc3c2ccn3Cc2cccnc2)CCOC1
u	CN(Cc1cccc(F)c1)C(=O)COc1ccc2ccc(=O)oc2c1
8%	CCn1c(CNC(=O)c2ccccc2F)nnc1SCC(=O)N1CCc2ccccc21
-10%	Cc1ccc(CNC(=O)NC2COc3ccccc3C2)cc1 (stereo not drawn)
26%	O=C(OCc1ccc([N+](=O)[O-])cc1)c1cnc(Cl)c(Cl)c1
17%	C[C@]1(CO)C2CC[C@@H](O)[C@@H](CC(=O)NCc3cccs3)[C@]2(C)CC[C@H]1OC(=O)Nc1cccc(F)c1 (stereo partly drawn)
u	COc1ccccc1C(=O)NC1=NC(c2ccc(Br)cc2)CC(=O)N1 (stereo not drawn)

# Given as labelled records: part of the list above.
C1=C(c2nc(-c3ccncc3)cc3c2ccn3Cc2cccnc2)CCOC1
  KDM5B inh = u
CN(Cc1cccc(F)c1)C(=O)COc1ccc2ccc(=O)oc2c1
  KDM5B inh = u

# (next part)
KDM5B inh	Molecule
1%	O=C(O)/C=C/c1ccc(Oc2ccc(Cl)cc2)cc1
0%	CCCc1cnc2c(c1SCC(=O)NCc1ccc(C)cc1)c(=O)n(C)c(=O)n2C
-5%	CC(C)(C)c1ccc2c(c1)OC(C(=O)N/N=C/c1ccc([N+](=O)[O-])o1)CO2 (stereo not drawn)
u	O=c1n(-c2ccc(F)cc2F)nc2n1CCN(Cc1cccs1)C2
-8%	O=C(c1cccc(Br)c1)N(Cc1cccc2[nH]ccc12)C1CC1
-1%	O=C(CSc1nnnn1C1CCCCC1)NCc1ccccc1CN1CCOCC1
-6%	S=C(NCCC12CC3CC(CC(C3)C1)C2)Nc1ccc(Cl)cc1
7%	COC(=O)c1cnc(NC(=O)COc2cccc3ccccc23)s1
15%	COc1cc(NC(=O)Cn2c(-c3ccccc3)nc(C)c(CCO)c2=O)cc(OC)c1OC
u	CCc1ccc(-n2nc(CO)c(C(=O)NCc3cccnc3)n2)cc1
-10%	CCc1ccc(CNC(=O)C(CC)n2ccc3cc(S(=O)(=O)N4CCCCC4)ccc32)cc1 (stereo not drawn)
u	O=C(CCc1cc(Cl)no1)N(CCS(=O)(=O)N1CCOCC1)Cc1cccnc1
10%	CN1CCC(OC2CCN(C(=O)c3ccc(F)cc3)CC2)CC1
2%	Cc1ccc(NC(=O)N2CCC(Oc3ncccc3C(=O)N(C)C)C2)c(C)c1 (stereo not drawn)
-12%	COc1ccc(-n2[nH]c(CSc3nnnn3-c3ccccc3)cc2=O)cc1
-4%	O=C(Cn1c(SCCOc2ccccc2)nc2ccccc21)N1CCOCC1
9%	COc1ccccc1C(=O)n1nc(-c2ccccc2)nc1NCc1ccc(Cl)cc1
-2%	CC(=O)c1ccc(NC(=O)COc2ccccc2-c2nc(-c3ccc(C)cc3)no2)cc1
3%	COc1ccc(CCNC(=O)C2CCCN(c3nc4c(C)cc(C)cc4s3)C2)cc1OC (stereo not drawn)
-16%	COCCCNC(=O)c1c(-c2ccccc2)c(-c2ccccc2)nn(C)c1=O
20%	O=C(O)C1CCCC(C(=O)O)C1 (stereo not drawn)
i	CC(C)c1cc(N2CCN(C)CC2)n2c(nc3ccccc32)c1C#N
u	COc1cc(C2CC(=O)N(Cc3ccc(F)cc3)c3ccccc3S2)cc(OC)c1OC (stereo not drawn)
8%	O=C(O)c1ccc(S(=O)(=O)Nc2cccc(CP(=O)(c3ccccc3)c3ccccc3)c2)cc1
13%	O=C(CCc1ccccc1)NC1CC(=O)N(c2ccccc2)C1 (stereo not drawn)
7%	Cc1cccc(CS(=O)CCC(=O)Nc2ccccc2)c1 (stereo not drawn)
21%	Cc1c(C(=O)C(F)(F)F)c2ccccc2n1CCOc1ccccc1F
u	COc1ccc(CCNC(=O)Cc2ccc(NC(=O)N3CCSc4ncccc43)cc2)cc1OC
9%	Cc1ccc2[nH]c(C)c(CC(=O)N(C)CCC#N)c2c1
-3%	O=C(Nc1cccc(N2CCCC2=O)c1)c1ccccc1SC1CCS(=O)(=O)C1 (stereo not drawn)
18%[86.2 µM]	C#CCN(C)Cc1nc(C2(O)CCN(C(=O)NCC=C)CC2)cs1
-21%	CC(=O)NC[C@H]1CCN(S(=O)(=O)c2ccc(C#N)cc2)C[C@H]1N(C)C
-9%	COc1ccc(CCNC(=O)Cn2ncc3c(C)n(Cc4ccccc4F)c(C)c3c2=O)cc1OC
23%	N#Cc1ccc(OCC(=O)c2ccc(C3CCCCC3)cc2)cc1
-11%	O=C(CCc1ncc(-c2ccccc2)o1)NC(C1CC1)C1CC1
19%	O=C(CCC(=O)OCc1ccc(Cl)cc1)Nc1ccc2c(c1)oc1ccccc12
-5%	CC(C)[C@@H]1CC[C@@H](C)C[C@H]1OC(=O)C[n+]1cc(-c2ccc(Cl)cc2)n2c1CCCCC2
10%	Cc1cccc(C(=O)N2CC(=O)N(c3cccc(Cl)c3)CC2C)n1 (stereo not drawn)
-1%	CCCOc1c(OC)cccc1C1CC(=O)Nc2c1c(C)nn2-c1ccc(OC)nn1 (stereo not drawn)
-11%	CCc1nc2cc(N3CCCC(C(=O)NC4CC4)C3)cnc2nc1CC (stereo not drawn)
19%	COc1ccc(NC(=O)C2CCN(S(=O)(=O)c3c(C)noc3/C=C/c3cccs3)CC2)cc1Cl
17%	Cc1cc(Br)ccc1NC(=S)NCCc1ccccc1
-25%	COc1ccc(-c2noc(CSc3nnc(Cc4ccccc4)n3-c3ccccc3)n2)cc1OC
15%	COC(=O)c1ccc(CNC(=O)c2ccc(Oc3ccccc3)cc2)cc1
-23%	Cc1cc(C(=O)N2CCC(Oc3ccc(C(=O)NC4CCCC4)cc3Cl)CC2)n(C)n1
u	COc1ccccc1-c1ccnc(-c2nnc(C)n2C2CCCCC2)c1
32µM*	CC(=O)N1CCCC2(C1)CN(C)c1ccc(C(=O)NCCOc3ccccc3)cc12 (stereo not drawn)
172%[activator]	CC(C)c1ccc(Cc2cn3cc(-c4cc5ccccc5oc4=O)nc3s2)cc1
5%	O=C1NCCC[C@@H]1NC(=O)[C@H]1CN(C(=O)c2cccs2)CCN1C(=O)c1cccs1
27%	COc1cccc(OC)c1NC(=O)C1CCCN1C(=O)Nc1cccc(Cl)c1 (stereo not drawn)

# Random excerpt: five records from the list, in no set order.
KDM5B inh	Molecule
27%	COc1cccc(OC)c1NC(=O)C1CCCN1C(=O)Nc1cccc(Cl)c1 (stereo not drawn)
17%	Cc1cc(Br)ccc1NC(=S)NCCc1ccccc1
15%	COC(=O)c1ccc(CNC(=O)c2ccc(Oc3ccccc3)cc2)cc1
5%	O=C1NCCC[C@@H]1NC(=O)[C@H]1CN(C(=O)c2cccs2)CCN1C(=O)c1cccs1
172%[activator]	CC(C)c1ccc(Cc2cn3cc(-c4cc5ccccc5oc4=O)nc3s2)cc1

# Remaining list, next part:
KDM5B inh	Molecule
-23%	Cc1ccc(C)c(Nc2nc(-c3ccccc3)c3cc(Br)ccc3n2)c1
u	CCN1c2cc(C(=O)Nc3ccc(Cl)c(F)c3)ccc2C(=O)N2CCCCCC21 (stereo not drawn)
7%[149 µM]	CC(C)N1CC2CCC(C1)N2Cc1cccc(Cl)c1
-11%	Fc1ccc(CNC(=S)N2CCc3ccccc32)cc1
u	COc1ccc(C(=O)CCN2CCCC(C)C2)cc1 (stereo not drawn)
-28%	CN(CC(O)COc1cccc(CNCCc2ccc(F)cc2)c1)C1CCCCC1 (stereo not drawn)
-32%	CCOC(=O)CC(NC(=O)Cn1nnc(-c2ccc(C(F)(F)F)cc2)n1)c1ccc(C)cc1 (stereo not drawn)
-14%	CC(C)c1ccc(NC(=S)NC2CC3C=CC2C3)cc1 (stereo not drawn)
u	C/C(=N/O)c1cc2ccc(O)cc2oc1=O
1%	COc1ccc(C2C(C(C)=O)=C(O)C(=O)N2c2ccc(OC)cc2)cc1 (stereo not drawn)

# Some of the entries so far, as tab-separated lines:
canonical_smiles	KDM5B inh
C/C(=N/O)c1cc2ccc(O)cc2oc1=O	u
COc1ccc(C2C(C(C)=O)=C(O)C(=O)N2c2ccc(OC)cc2)cc1 (stereo not drawn)	1%

# Remaining list, next part.
KDM5B inh	Molecule
-3%	CC(C)(C)OC(=O)N1Cc2ccccc2C[C@H]1C(=O)Nc1ccc2c(c1)OCO2
0%	Cc1cc(C)n(-c2nc3c(c(=O)n(CCN4CCOCC4)c(=O)n3C)n2CCC(C)C)n1
-9%	CCCN1C(=O)c2cc(C(=O)NCc3ccccc3OC)nn2CC1(C)C(=O)NC1CCCC1 (stereo not drawn)
u	CCn1ccc2sc(C)c(C(=O)N3CCCCC3)c2c1=O
2%	CCCc1cc(=O)[nH]c(SCc2nc(-c3ccc(OC)c(OC)c3)no2)n1
-2%	COc1ccccc1-n1c(=O)n(CC(=O)NC(C)c2ccccc2)c(=O)c2c(C)cc(C)nc21 (stereo not drawn)
-11%[149 µM]	O=C(N1CCCC1)N1CCN(c2ccc(Cl)nn2)C(=O)C1
4%[86.2 µM]	COC(=O)[C@H]1CCCN1C(=O)[C@@H]1C[C@H](NC(=O)NC(C)C)CN1C(=O)CSC
-4%	CC1CSc2ccc(S(=O)(=O)NCCc3ccccc3)cc2NC1=O (stereo not drawn)
-16%	Cc1cc2nc(/C(C#N)=C/c3ccc4c(c3)OCO4)[nH]c2cc1C
23%	CCOc1cc(/C=C(/C#N)C(=O)OCCOC)cc(Cl)c1OC
-5%[115 µM]	O=C(NCc1cccc2ccccc12)C1(c2ccc(Cl)cc2)CCOCC1
8%	CSc1nc(C(C)C)nc(C)c1C(=O)Nc1cc(Cl)ccc1C
14%	NC(=O)c1csc(S(=O)(=O)N2CCC(CO)(CN3CCCC3)CC2)c1
-6%	CC(C)NC(=O)CCCN1C(=O)CCn2nc(-c3cccn3C)cc21
-24%	COc1cc(-c2ncccc2C(=O)N2CCCC2)cc(OC)c1OC
-25%	CN(C)CC1(O)CCC2(CCN(C(=O)c3ccc4ccccc4n3)CC2)CC1
u	COc1ccc(OC)c(NC(=O)c2c(NCc3ccc(OC)c(OC)c3)sc3c2CCC3)c1
u	CC(C)NC(=O)c1cc(C(C)(C)C)nc2c1cnn2C
-12%	Cc1cc(C)c2c(c1)c(C)cc1nnc(SCc3ccccc3C#N)n12
u	Cc1ccccc1COc1ccc(C=O)cc1
6%	CCn1cc(C(=O)NCCc2ccc(OC)c(OC)c2)c(=O)c2cc(S(=O)(=O)N3CCOCC3)ccc21
3%	Cn1cnc(S(=O)(=O)N2CCCC(C(=O)Nc3cccc(C#N)c3)C2)c1 (stereo not drawn)
15%	O=C(CCC1N=C2c3ccccc3N=C(SCc3ccc(F)cc3)N2C1=O)N1CCN(c2ccccc2)CC1 (stereo not drawn)
15%	O=C(Nc1cccc(Cl)c1)c1cnc(N2CCOCC2)c2ccccc12

# 3 of the entries above in order of the KDM5B inh value, falling:
mol,KDM5B inh
O=C(Nc1cccc(Cl)c1)c1cnc(N2CCOCC2)c2ccccc12,15%
CCn1cc(C(=O)NCCc2ccc(OC)c(OC)c2)c(=O)c2cc(S(=O)(=O)N3CCOCC3)ccc21,6%
Cn1cnc(S(=O)(=O)N2CCCC(C(=O)Nc3cccc(C#N)c3)C2)c1 (stereo not drawn),3%

# A portion of the library; rates above refer to the full screens.
